# POLH inh: blocks human DNA polymerase eta activity; Potency, µM (top dose mostly 114 µM), for inactives: top-dose activity change, negative = inhibition, most hits filed as inhibitors; Q9Y253; 1.2% of 390,000 active; recombinant Pol eta, fluorescent DNA replication assay; also: % is scaled to controls: 0 for no effect and ±100 for the full control effect
#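 Pol eta at 10 nM preincubated with compounds 15 min at room temperature; reaction started with fluorescent substrate (50 nM final) and read kinetically at 0 and 10 min.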
# BAZ2B block: inhibitors of human BAZ2B bromodomain; Q9UIF8; AlphaScreen BAZ2B-H3K14Ac peptide displacement; Potency, µM (series often up to 114 µM), inactives show top-dose activity change, negative = inhibition, actives largely listed as inhibitors; 4.4% of 360,000 active; also: % is scaled to controls: 0 for no effect and ±100 for the full control effect; nearly all actives have a fitted effect of over 60% in size
#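 In this displacement format the biotinylated H3(5-23) peptide acetylated at Lys14 serves as ligand at 50 nM, with BAZ2B at 50 nM in PBS pH 7.4 containing 0.01% Tween-20. Donor and acceptor beads are 10 ug/mL final.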
# G9a inh: G9a (human) methyltransferase inhibition; G9a H3K9 monomethylation, AlphaScreen, 2 h; Potency, µM (titrated, usually from 102 µM), without a hit: at the top dose activity, negative = inhibition, hits mostly inhibitors; Q96KQ7; 8.8% of 350,000 active; also: % is scaled to controls: 0 for no effect and ±100 for the full control effect; nearly all actives have a fitted effect of over 75% in size
#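 G9a (20 nM) preincubated 15 min RT with compounds, then 500 nM biotinylated H3K9 peptide and 20 uM SAM added; 2 h RT reaction. Monomethyl-H3K9 product detected by AlphaScreen with anti-H3K9me1 antibody, streptavidin donor and anti-rabbit IgG acceptor beads.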
# APEX1 inh: blocks human APE1 abasic DNA cleavage; recombinant APE1, TAMRA/BHQ-2 abasic DNA cleavage fluorescence; P27695; Potency, µM (series often up to 65.8 µM), for inactives: at the top dose activity change, negative = inhibition, most hits filed as inhibitors; 0.35% of 350,000 active; AID 2517;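 also: plate controls were vehicle for no effect and reference inhibitor for full effect; nearly all actives have a fitted effect of over 55% in size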
#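 Incision of a quenched TAMRA/BHQ-2 THF abasic-site duplex (50 nM) by 0.75 nM APE1, after 15 min compound preincubation, measured as fluorescence increase over three 60 s reads. Values normalized to buffer, DMSO and NSC13755 control wells.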
# Anesthetic bind: binds horse apoferritin like a general anesthetic | P02791 | apoferritin/1-aminoanthracene competitive binding, fluorescence | Potency, µM (series often up to 77.5 µM), for inactives: at the top dose activity change, negative = displacement, most hits filed as inhibitors | 0.074% of 350,000 active | AID 485281; also: % is scaled to controls: 0 for no effect and ±100 for the full control effect; nearly all actives have a fitted effect of over 20% in size
#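 Concentration-response curves derived by four-parameter Hill fitting of normalized fluorescence, where compounds displaced 1-AMA from 10 uM horse apoferritin following a brief 10 min room-temperature incubation; propofol titration acted as positive control.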
# BLM inh: inhibitors of human Bloom syndrome helicase BLM. P54132. Potency, µM (doses to about 56.1 µM), without a hit: top-dose activity change, negative = inhibition, hits mostly inhibitors. AID 2528. recombinant BLM DNA unwinding, fluorescence dequenching. 0.2% of 350,000 active;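 also: plate controls were vehicle for no effect and no enzyme for full effect; nearly all actives have a fitted effect of over 35% in size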
# Target sequence (P54132 whole entry, looked up): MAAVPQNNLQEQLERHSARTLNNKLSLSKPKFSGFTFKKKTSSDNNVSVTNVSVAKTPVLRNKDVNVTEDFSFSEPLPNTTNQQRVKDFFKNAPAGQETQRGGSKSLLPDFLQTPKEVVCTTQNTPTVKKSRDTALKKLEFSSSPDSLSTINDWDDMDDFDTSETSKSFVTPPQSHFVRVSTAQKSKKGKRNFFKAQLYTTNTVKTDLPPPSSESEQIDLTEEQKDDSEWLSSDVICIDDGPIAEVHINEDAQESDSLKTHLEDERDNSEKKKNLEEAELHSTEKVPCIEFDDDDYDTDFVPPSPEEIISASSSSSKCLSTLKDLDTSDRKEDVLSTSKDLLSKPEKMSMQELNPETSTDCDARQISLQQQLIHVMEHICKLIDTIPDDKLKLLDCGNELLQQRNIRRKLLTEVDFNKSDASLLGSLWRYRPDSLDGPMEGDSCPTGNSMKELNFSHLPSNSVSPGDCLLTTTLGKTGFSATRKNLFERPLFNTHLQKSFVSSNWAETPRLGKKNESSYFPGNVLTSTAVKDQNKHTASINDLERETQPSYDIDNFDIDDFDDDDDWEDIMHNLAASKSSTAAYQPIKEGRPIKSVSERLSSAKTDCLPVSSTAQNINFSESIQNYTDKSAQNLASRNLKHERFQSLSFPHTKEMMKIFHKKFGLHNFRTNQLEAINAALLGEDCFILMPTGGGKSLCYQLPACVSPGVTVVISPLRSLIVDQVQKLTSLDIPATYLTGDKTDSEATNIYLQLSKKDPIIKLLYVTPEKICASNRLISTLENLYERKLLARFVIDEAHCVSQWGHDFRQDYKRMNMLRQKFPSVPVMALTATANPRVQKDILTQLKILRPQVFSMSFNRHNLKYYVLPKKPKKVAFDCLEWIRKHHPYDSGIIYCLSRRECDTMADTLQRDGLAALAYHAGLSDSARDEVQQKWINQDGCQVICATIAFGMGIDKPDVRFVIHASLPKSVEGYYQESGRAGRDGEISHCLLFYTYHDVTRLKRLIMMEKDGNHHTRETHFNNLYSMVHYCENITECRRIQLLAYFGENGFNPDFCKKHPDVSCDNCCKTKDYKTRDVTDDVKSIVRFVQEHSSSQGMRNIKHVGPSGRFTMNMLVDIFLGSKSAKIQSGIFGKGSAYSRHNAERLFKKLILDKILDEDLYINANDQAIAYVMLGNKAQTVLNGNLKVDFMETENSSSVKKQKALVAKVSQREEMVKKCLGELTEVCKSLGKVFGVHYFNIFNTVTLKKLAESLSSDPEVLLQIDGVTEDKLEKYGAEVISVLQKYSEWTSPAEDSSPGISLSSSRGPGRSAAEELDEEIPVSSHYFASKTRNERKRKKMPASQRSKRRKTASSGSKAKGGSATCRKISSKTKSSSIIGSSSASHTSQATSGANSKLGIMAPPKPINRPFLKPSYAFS
# Pol beta inh: blocks human DNA polymerase beta activity; AID 485314; Potency, µM (series often up to 114 µM), for inactives: top-dose activity change, negative = inhibition, most hits filed as inhibitors; 1.3% of 340,000 active; P06746; Pol beta primer extension/strand displacement, fluorescence kinetic; also: % is scaled to controls: 0 for no effect and ±100 for the full control effect
#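 Kinetic readout of DNA synthesis with strand displacement by Pol beta. Compound and 10 nM enzyme sit 15 min at room temperature; 50 nM substrate starts the reaction, read immediately and at 10 min.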
# Pol iota inh: blocks human DNA polymerase iota activity; 1% of 390,000 active; AID 588590; Q9UNA4; Pol iota fluorescent replication assay, 10 min; Potency, µM (titrated, usually from 115 µM), without a hit: top-dose activity, negative = inhibition, actives largely listed as inhibitors
#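 Fluorescent replication assay read twice, at 0 min and 10 min after adding 50 nM (final) substrate. Enzyme (10 nM) and compounds were first incubated 15 min at room temperature; enzyme-free buffer wells were negative controls.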
# Pol kappa inh: DNA polymerase kappa (human) inhibition. Q9UBT6. purified Pol kappa, fluorescent DNA synthesis assay, 10 min. Potency, µM (series often up to 107 µM), for the others: at the top dose activity, negative = inhibition, usual class: inhibitors. 0.53% of 400,000 active; also: % is scaled to controls: 0 for no effect and ±100 for the full control effect
#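 Fluorescent qHTS in 1536-well format: enzyme (10 nM) and compound sat 15 min at room temperature before 50 nM substrate (final) was added. Signal taken at 0 and 10 min; no-enzyme buffer wells were negative controls.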
# * marks the source's active call; other numbers are inactive results; ? = inconclusive; . = not tested or not shown; & = joins results of further samples; [ ] = another dose, or the depositor's remark. Calls follow the shape of the dose curve; as a rule, active = well fitted curve in the direction sought with a large enough effect; inconclusive = small, poorly fitted or top-dose-only effect, or another doubt; inactive = no such curve, though single readings can be large; an effect the other way counts as inactive or inconclusive. Potency is read from the fitted curve at half-maximal effect.
SMILES,POLH inh,BAZ2B block,G9a inh,APEX1 inh,Anesthetic bind,BLM inh,Pol beta inh,Pol iota inh,Pol kappa inh
Cc1ccc(NC(=O)CN2CCCC2c2cccn2C)cc1C (centres undefined),-11%,.,.,39%,.,.,.,-15%,-13%
Cc1ccc(C)c(NC(=O)CSc2nnc(-c3ccccc3)n2N)c1,-7%,-3%,-10%,1%,-12%,1%,21%,16%,-4%
O=C(Nc1cc(Cl)cc(Cl)c1)Nc1cnccn1,6%,1%,21%,3%,-3%,-6%,26%,-1%,7%
Cc1ccc(F)c(CNC(=O)C2CCC(=O)N(Cc3ccccn3)C2)c1F (centres undefined),-26%,1%,-1%,51%[activator],-6%,0%,16%,49%[activator],0%
CCCc1cnc2c(c1SCC(=O)Nc1ccc(C)c(Cl)c1)c(=O)n(C)c(=O)n2C,-8%,-29%,-45%[59 µM],.,-11%,-6%,-1%,-18%,-8%[60.1 µM]
COCc1c(Br)c(C)nc(OCC(=O)N/N=C/c2ccco2)c1C#N,20%,89µM*,?,?,-11%,-17%,18µM*,?,-2%[60.1 µM]
C/C=C1\COC(C(=O)NC)(C(F)(F)F)C=C1C=C1CCCCC1 (centres undefined),.,.,.,1%,-18%,-4%,.,9%,14%
COC(=O)c1ccc(C(=O)Nc2ccc3nc(-c4ccncc4)[nH]c3c2)cc1,-8%,-18%,-6%,-2%,1%,-1%,14%,-3%,-40%
COc1ccccc1NC(=O)COC(=O)c1cc2ccccc2cc1O,1%,-2%,6%[12.7 µM],19%,.,.,.,-2%,0%
C=CCn1c(-c2cccn(Cc3ccccc3)c2=O)n[nH]c1=S,5%,-6%,40µM*,4%,-10%,-1%,22%,14%,0%
Cc1c(OCC(=O)NCCCn2ccnc2)ccc2c3c(c(=O)oc12)CCCC3,6%,-30%,-6%,-3%,-17%,22%,-19%,-19%,7%
COc1ccc(NC(=O)c2cccnc2N2CCOCC2)cc1,-1%,-15%,-21%,-1%,-7%,-3%,3%,7%,-3%
O=C(O)/C=C/C(=O)c1c(-c2ccccc2)[nH]c2ccccc12,?,-14%,.,6%,-8%,-11%,-17%,2.5µM*,-2%
CC(OC(=O)c1ccccc1C(=O)N(C)c1ccccc1)C(=O)Nc1ccccc1[N+](=O)[O-] (centres undefined),?,-31%,24%[2.33 µM],9%,.,.,.,26%,-6%
COc1cccc(NC(=O)C2CCN(S(=O)(=O)c3ccc4c(c3)NC(=O)CO4)CC2)c1,-22%,-8%,39%,-1%,-19%,-1%,-9%,-4%,-1%
O=C1COc2ccc(N3C(=O)c4ccccc4C3=O)cc2N1,.,-21%,-2%,-8%,-3%,-3%,-8%,.,.
CC(C)c1ccc(C2C(C(=O)c3ccco3)=C(O)C(=O)N2CCN2CCOCC2)cc1 (centres undefined),-8%,-7%,50µM*,0%,-6%,-1%,71%,154%[activator],-16%
O=C(N/N=C/c1ccc([N+](=O)[O-])o1)C1CCCC1,-7%,-15%,-2%[0.501 µM],-20%,-15%,-1%,3%,-13%,-16%
O=C(NCC1CCCO1)c1cc2n(n1)C(C(F)(F)F)CC(c1ccc(Br)cc1)N2 (centres undefined),-20%,13%,14%[59 µM],3%,-18%,-5%,12%,17%,-11%
O=C(CS(=O)CC(=O)N(c1ccccc1)C(C(=O)NC1CCCCC1)c1ccco1)Nc1ccc(F)cc1 (centres undefined),-17%,-1%,-3%,3%,-13%,-1%,-2%,25%,-8%
CCOC(=O)CSc1nc2cc(OC)c(OC)cc2c2nc(-c3ccccc3)nn12,2%,.,4%[59 µM],.,-1%,-2%,27%,4%,-9%
Cc1cc2ncn(-c3ncnc4scc(-c5ccccc5)c34)c2cc1C,-9%,?,43%[12.7 µM],-2%,?,-3%,13%,5%,-7%
COc1cccc(CNC(=O)CC(c2ccc(F)cc2)N2Cc3ccccc3C2=O)c1 (centres undefined),11%,-37%,-11%[59 µM],.,65%[activator],-1%,4%,?,0%
Cc1cc(C)c(NC(=O)C(C)n2c(=O)c(C(F)(F)F)nc3ccccc32)c(C)c1 (centres undefined),-12%,-2%,0%[59 µM],.,-6%,0%,20%,8%,21%
Cc1ccc(C)c(Cn2c(=O)n(CCC(=O)NCc3ccco3)c(=O)c3sccc32)c1,-15%,7%,16%[12.7 µM],11%,9%,-6%,-11%,5%[58.9 µM],-5%

# The final two records of the part above come first, to join the parts.
SMILES,POLH inh,BAZ2B block,G9a inh,APEX1 inh,Anesthetic bind,BLM inh,Pol beta inh,Pol iota inh,Pol kappa inh
Cc1cc(C)c(NC(=O)C(C)n2c(=O)c(C(F)(F)F)nc3ccccc32)c(C)c1 (centres undefined),-12%,-2%,0%[59 µM],.,-6%,0%,20%,8%,21%
Cc1ccc(C)c(Cn2c(=O)n(CCC(=O)NCc3ccco3)c(=O)c3sccc32)c1,-15%,7%,16%[12.7 µM],11%,9%,-6%,-11%,5%[58.9 µM],-5%
COc1ccc(Cn2c(=O)sc3ccccc32)cc1OC,-4%,9%,5%[59 µM],8%,-7%,-2%,3%,13%,-1%
O=C(NNC(=S)NCc1ccco1)c1cccs1,-11%,-4%,?,-4%,-9%,1%,24%[57.1 µM],1%,0%
COc1ccc(CNCc2cn(-c3cccc(F)c3)nc2-c2ccc(C)o2)cc1,-18%,?,45µM*,0%,-16%,-7%,-3%,56%[activator],-20%
Cc1sc(NC(=O)CSc2nnc(C(C)C)n2C)c(C#N)c1C,-10%,-2%,-1%[59 µM],-6%,-1%,5%,-29%,6%,-12%
O=C(CCCn1c(=S)[nH]c2cc3c(cc2c1=O)OCO3)NCc1ccco1,-11%,-1%,4%,-6%,-5%,1%,17%,94%[activator],-13%
Cc1cccc(-c2nsc(SCC(=O)N3CCCC3)n2)c1,-12%,-5%,40µM*,-4%,-18%,-6%,2%,-2%,1%
Cc1nn(C)cc1CNC(=O)C1CCC(=O)N(Cc2cccc(C(F)(F)F)c2)C1 (centres undefined),-6%,-14%,-22%,-15%,-5%,-2%,0%,14%,-11%
Cc1ccccc1NC(=S)N1CCN(c2ccccc2C)CC1,-10%,10%,.,5%,-4%,-13%,42%,-18%,3%
CC(C)CNC(=O)C(=O)Nc1cc2c3c(c1)C(C)C(=O)N3CCC2 (centres undefined),-5%,-39%,7%,18%,-7%,1%,12%,15%,-16%
CCOc1ccc(N(CC(=O)NCc2ccccc2)C(=O)CCC(=O)Nc2nccs2)cc1,-3%,0%,15%,11%,-19%,2%,?,156%[activator],-12%
CCOc1ccccc1NC(=O)CN1CCN(Cc2ccccc2)CC1,-1%,1%,16%,20%,-5%,-1%,-1%,-25%,-1%
C=CCc1ccccc1OCC(O)CN1CCN(c2ccccc2OC)CC1 (centres undefined),-20%&-20%,-32%,-1%[59 µM],-12%,-10%,-8%,-1%,-17%,-11%
O=C(Nc1ccc(-c2cn3c(n2)SCC3)cc1)c1ccco1,0%,-30%,28µM*,8%,-4%,-1%,13%,?,-4%
c1ccc(-n2nnnc2Sc2ncnc3sc4c(c23)CCCC4)cc1,-11%,2%,6%[59 µM],1%,-4%,-2%,6%,22%,-17%
Nc1ncn([C@@H]2O[C@H](CO)[C@@H](O)[C@H]2O)c(=O)n1,-11%,-3%,-8%[59 µM],30%&-3%&6%,.,-5%,9%[57.1 µM],-23%,-2%[60.1 µM]
CC1(C)Cc2ccccc2-c2nnc(C(F)(F)F)n21,-15%,-14%,24%[59 µM],0%,-10%,-1%,27%,-15%,4%
Cc1noc(C)c1C(=O)N1CCC2(CCCN(C(c3ccccc3)c3ccccc3)C2)CC1,.,.,12%[12.7 µM],1%,.,-9%,.,.,-1%[60.1 µM]
COCc1c(C(=O)N/N=C/c2ccncc2)nnn1-c1nonc1N,-13%,0%,15%,17%,-2%,4%,23%,7%,-8%
c1coc(-c2ccnc3nc(-n4cccc4)nn23)c1,-13%,-9%,-28%,-1%,-15%,?,?,44%[activator],3%
CCCCNC(=O)CN(c1cccc(Br)c1)S(C)(=O)=O,-17%,1%,?,-1%,-9%,5%,-10%,8%,1%
COc1cccc(OC)c1OCCCCN1CCC(Cc2ccccc2)CC1,-19%,28µM*,13µM*,1%,-11%,-9%,25%,80%[activator],5%
COc1ccc2[nH]c3c(c2c1)CCN1C(=O)C(CC(=O)NCCCn2ccnc2)C[C@H](C(=O)N(C(C)C)C(C)C)[C@@]31C (some centres undefined),-13%,.,.,18%,.,.,.,20%,2%
O=C(O)C1Cc2ccccc2-c2ccccc2C1,-12%,-3%,-6%,64%[activator],8%,-1%,-2%,-25%,11%
Cc1nc2sccn2c(=O)c1S(=O)(=O)NCc1ccccc1Cl,1%,-1%,24%,23%,-16%,0%,30%,9%,-1%
Fc1ccc(Nc2nc(SCc3ccccc3F)nc3ccccc23)cc1,-26%,30%,26%[59 µM],.,100%[activator],-13%,-17%,19%,-2%[60.1 µM]
C#CCOCCOCCOCCNc1nc(N2CCN(C(=O)[C@H](Cc3ccc(O)cc3)n3cc([C@@H](N)CC(C)C)nn3)CC2)nc(N2CCN(C(=O)[C@H](Cc3ccc(O)cc3)n3cc([C@@H](N)CC(C)C)nn3)CC2)n1,.,50µM*,-102%[59 µM],-4%,-4%,-27%,32µM*,.,.
Cn1nc(N)c2c(-c3ccccc3)c(C#N)c(N)nc21,-4%,3%,20%[59 µM],-3%,-8%,-4%,28%,10%,-22%
CSc1ccc(CCNC(=O)CCc2c(C)nc3c(c(C)nn3-c3ccccc3)c2C)cc1,1%,1%,2%[59 µM],.,-7%,-1%,6%,2%,1%
Cc1cc(NC(=O)Nc2csc3c2CCCC3)ccc1Br,-10%,0%,-4%[59 µM],.,2%,-5%,9%,0%,-2%
CC1CCCCC12NC(=O)N(CC(=O)NCc1ccccc1Cl)C2=O (centres undefined),-21%,.,.,11%,.,.,.,91%[activator],-20%

# 3 of the entries above in order of the Pol iota inh value, high to low.
SMILES | Pol iota inh
Cc1nn(C)cc1CNC(=O)C1CCC(=O)N(Cc2cccc(C(F)(F)F)c2)C1 (centres undefined) | 14%
COCc1c(C(=O)N/N=C/c2ccncc2)nnn1-c1nonc1N | 7%
CCOc1ccccc1NC(=O)CN1CCN(Cc2ccccc2)CC1 | -25%

# Screens (PubChem BioAssay)

# This is a subset, so the mix of outcomes need not match the whole.
